Rpn11 inh: blocks the human proteasome subunit Rpn11 | human 26S proteasome, Ub4-pepOG fluorescence polarization; 20S core pre-blocked with epoxomicin | calls only at 20 µM | actives 0.59% (n = 360,000) | AID 588493;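 active = inhibition at 20 µM, scaled to each plate's controls, above about 33%, limit read from the data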
MsrA inh: inhibitors of bovine MsrA. actives 0.75% (n = 360,000). purified bovine MsrA, absorbance read-out. inhibition, % at 15.5 µM; in the data active = inhibition above about 4.5%;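 note: 0% = vehicle wells with enzyme and 100% = reference inhibitor wells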
bovine MsrA act: activators of bovine methionine sulfoxide reductase A. purified bovine MsrA, absorbance read-out. activation, % at 10.6 µM. actives 0.3% (n = 360,000). AID 602163; in the data active = activation above about 7.5%;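 note: 0% = vehicle and 100% = reference activator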
E coli Lon inh: E. coli protease La inhibition. P0A9M0. purified E. coli Lon protease, fluorescence polarization. inhibition, % at 7.94 µM. actives 0.42% (n = 360,000); in the data active = inhibition above about 13%, passing the limit was not always enough;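 note: 0% = enzyme with probe and DMSO and 100% = no enzyme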
MT1-MMP act inh: blocks activation of human MT1-MMP | GFP/RFP ratio change, % at 20 µM | actives 0.061% (n = 360,000) | P50281 | AID 651647 | HT1080 RFP-PRO-GFP cells, GFP/RFP ratio fluorescence, overnight; percent of plate control window, DMSO zero;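 active = GFP/RFP ratio change of at least 30% with cell ATP level not reduced by more than half and red fluorescence within 50% of control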; note: strong numbers were not always called active
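system = RFP-PRO-GFP reporter HT1080 cells | dosing = 20 µM single dose, 1% DMSO | timing = overnight cell settling, then overnight compound exposure, 37 °C, 5% CO2 | read-out basis = GFP/RFP fluorescence ratio | controls = DMSO and RFP-L50D-GFP cell wells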
Rin1-Abl PPI inh: human Rin1-Abl interaction inhibition; inhibition, % at 7.35 µM; P00519+Q13671; TR-FRET Rin1/Abl binding, biochemical; AID 588664; actives 0.4% (n = 360,000); in the data active = inhibition above about 5%, passing the limit was not always enough
Target sequence (P00519 whole entry, looked up): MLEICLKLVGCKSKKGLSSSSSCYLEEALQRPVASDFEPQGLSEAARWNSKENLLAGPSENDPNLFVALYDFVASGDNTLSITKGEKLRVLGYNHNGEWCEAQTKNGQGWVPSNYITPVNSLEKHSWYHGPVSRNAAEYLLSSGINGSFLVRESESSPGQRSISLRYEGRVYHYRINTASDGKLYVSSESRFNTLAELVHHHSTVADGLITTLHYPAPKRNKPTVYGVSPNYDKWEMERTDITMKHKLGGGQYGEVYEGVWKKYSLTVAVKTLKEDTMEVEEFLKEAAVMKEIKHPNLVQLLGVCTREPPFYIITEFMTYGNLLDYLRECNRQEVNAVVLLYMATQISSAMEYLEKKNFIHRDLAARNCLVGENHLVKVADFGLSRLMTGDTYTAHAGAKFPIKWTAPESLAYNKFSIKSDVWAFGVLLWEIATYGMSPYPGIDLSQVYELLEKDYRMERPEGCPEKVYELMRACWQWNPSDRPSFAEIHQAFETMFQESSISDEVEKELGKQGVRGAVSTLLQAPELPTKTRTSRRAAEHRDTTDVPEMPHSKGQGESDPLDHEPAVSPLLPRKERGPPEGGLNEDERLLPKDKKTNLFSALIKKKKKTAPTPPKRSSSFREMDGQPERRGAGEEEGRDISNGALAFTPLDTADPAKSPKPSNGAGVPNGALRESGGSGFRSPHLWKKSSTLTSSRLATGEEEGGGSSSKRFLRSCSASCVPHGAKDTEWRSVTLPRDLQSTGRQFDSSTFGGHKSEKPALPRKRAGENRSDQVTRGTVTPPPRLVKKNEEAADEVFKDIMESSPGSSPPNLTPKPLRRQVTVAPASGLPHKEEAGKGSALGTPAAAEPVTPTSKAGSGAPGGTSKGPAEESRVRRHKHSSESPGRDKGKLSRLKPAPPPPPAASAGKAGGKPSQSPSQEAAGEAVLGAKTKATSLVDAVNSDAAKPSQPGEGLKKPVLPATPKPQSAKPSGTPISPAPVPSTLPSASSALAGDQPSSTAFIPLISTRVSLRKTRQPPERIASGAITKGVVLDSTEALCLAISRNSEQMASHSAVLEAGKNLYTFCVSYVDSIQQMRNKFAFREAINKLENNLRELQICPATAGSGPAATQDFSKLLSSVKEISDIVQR
Target sequence (Q13671 whole entry, looked up): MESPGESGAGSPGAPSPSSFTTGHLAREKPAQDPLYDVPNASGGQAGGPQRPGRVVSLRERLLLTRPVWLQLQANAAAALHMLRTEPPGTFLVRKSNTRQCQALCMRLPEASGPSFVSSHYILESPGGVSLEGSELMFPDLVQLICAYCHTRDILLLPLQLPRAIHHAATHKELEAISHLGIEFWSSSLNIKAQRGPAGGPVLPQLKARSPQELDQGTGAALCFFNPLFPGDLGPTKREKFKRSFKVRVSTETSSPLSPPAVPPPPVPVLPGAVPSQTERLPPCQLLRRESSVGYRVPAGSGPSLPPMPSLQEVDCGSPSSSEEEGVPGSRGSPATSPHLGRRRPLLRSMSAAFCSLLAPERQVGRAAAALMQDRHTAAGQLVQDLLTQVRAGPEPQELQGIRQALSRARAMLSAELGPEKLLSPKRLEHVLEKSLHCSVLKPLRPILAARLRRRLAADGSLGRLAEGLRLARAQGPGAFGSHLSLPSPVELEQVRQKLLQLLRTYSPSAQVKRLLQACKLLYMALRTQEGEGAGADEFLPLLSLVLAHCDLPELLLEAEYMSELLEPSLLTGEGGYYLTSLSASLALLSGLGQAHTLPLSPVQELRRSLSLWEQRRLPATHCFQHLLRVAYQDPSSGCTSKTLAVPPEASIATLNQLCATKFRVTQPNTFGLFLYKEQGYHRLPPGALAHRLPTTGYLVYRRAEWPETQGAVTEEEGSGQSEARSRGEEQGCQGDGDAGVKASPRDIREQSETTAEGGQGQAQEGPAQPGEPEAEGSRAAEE
CSN inh: blocks human CSN-mediated cullin deneddylation. Purified CSN, SCF-Nedd8-OG deneddylation, fluorescence polarization. inhibition, % at 12.5 µM. actives 0.38% (n = 360,000);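 active = pattern-corrected inhibition above about 35%, with an unprinted fluorescence ratio check between 0.5 and 1.5, limit read from the data, passing the limit was not always enough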;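 note: 0% = enzyme with substrate and 100% = substrate without enzyme; some results filed as inactive read as strong as hits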
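Assay system: purified human Csn5 enzyme expressed in HEK293T cells; Input: 0.24 nM Csn5 enzyme, final concentration; Reagent: 10 nM SCFSkp2-Nedd8OG; Compound dosing: 12.5 µM single point; Times: reaction 90 min, room temperature; Technique: fluorescence polarization readout.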
FAS TE block: blocks the thioesterase domain of human fatty acid synthase. P49327. recombinant FAS-TE, OMFH fluorogenic substrate, fluorescence endpoint. inhibition, % at 15 µM. actives 0.67% (n = 360,000). AID 602261;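 active = compounds whose normalised, plate-corrected inhibition of enzyme fluorescence in the single-dose primary screen is 50% or more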;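 note: 0% = DMSO with enzyme and 100% = substrate without enzyme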
MLLE-PAM2 inh: blocks PAM2 peptide binding to the PABP1 MLLE domain. P11940. GST-MLLE / FITC-PAM2 fluorescence polarization. inhibition, % at 20 µM. actives 0.36% (n = 360,000); in the data active = inhibition above about 35%, passing the limit was not always enough;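 note: plate controls were DMSO wells with GST-MLLE for no effect and wells lacking GST-MLLE protein for full effect; some results filed as inactive read as strong as hits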
* hit, by the source's call; i = inactive; . = no result given; + = active, no number; & = joins results of further samples.

SMILES | bovine MsrA act | Rpn11 inh | FAS TE block | Rin1-Abl PPI inh | E coli Lon inh | MsrA inh | CSN inh | MLLE-PAM2 inh | MT1-MMP act inh
N#Cc1ccc(-c2nc3c4ccccc4ccn3c2CC2CCCCC2)cc1 | -3 | . | 25 | . | -3 | 0.2 | 1 | . | -5
CCn1c(CNC(=O)c2ccccc2)nc2ccccc21 | 5 | i | -8 | 1 | -3 | -1.0 | 1 | 6 | 2
Cc1cc(NC(=O)CSc2nc3ccccc3n2CC(=O)N2CCCCC2)no1 | -1 | i | -7 | 4 | 1 | 0.1 | -1 | -4 | 4
CCC(C)NC(=O)NC(=O)N(C1CCCCC1)S(C)(=O)=O (configuration not stated) | -7 | i | -6 | 4 | 6 | 0.5 | 3 | -2 | -3
CC(c1ccco1)N(C(=O)c1ccccc1NS(=O)(=O)c1ccc(Cl)cc1)c1ccccn1 (configuration not stated) | -4 | i | 17 | 0 | 2 | -0.8 | -3 | -1 | -5
Cc1ccc(S(=O)(=O)N(CC(=O)N=Nc2c(O)[nH]c3ccccc23)c2ccc(C)c(C)c2)cc1 | -10 | i | 17 | -2 | 9 | 2.0 | -10 | -7 | -19
Cc1cc(C(=O)N2CCCC(N3CCN(c4cccc(C(F)(F)F)c4)CC3)C2)nn1C (configuration not stated) | -2 | i | 1 | 5 | -5 | 1.0 | 0 | 2 | 2
CCN(CC(=O)Nc1ccc(NC(C)=O)cc1)C(=O)Cc1ccc(S(=O)(=O)N2CCOCC2)s1 | -2 | i | -5 | 0 | -15 | 0.9 | 1 | -23 | 2
COc1ccc(-c2noc(CSc3nnc(Cc4ccccc4)n3-c3cccc(C)c3)n2)cc1OC | 0 | i | 24 | 2 | 0 | -0.6 | 1 | -18 | -2
CCOC(=O)c1c(C)n(C)c2ccc(OC)c(NC(=O)CN3CCC(C(=O)OCC)CC3)c12 | -2 | i | -3 | 0 | -6 | -0.4 | -3 | -22 | 0
Cc1cccc(-c2nc3ccccc3c(=O)n2N)c1 | -6 | i | -4 | -1 | -12 | -2.3 | -3 | 6 | 1
CCCCNc1c(-c2ccccn2)nc2nc(C)cc(C)n12 | -1 | . | -16 | . | -4 | 0.9 | 5 | . | 8
CCn1nc(C(=O)NNC(=O)C2CSC3(C)CCC(=O)N23)c2ccccc2c1=O (configuration not stated) | -3 | i | -6 | 1 | -4 | -0.3 | -4 | -4 | -2
CCC(=O)NCCc1nc2cc(NC(=O)COc3ccccc3)ccc2n1C | -11 | i | -4 | 0 | 6 | 1.5 | 1 | 4 | 4
C#CC(=O)CCC1CCCN1C(=O)OC(C)(C)C (configuration not stated) | 2 | i | 6 | 1 | -1 | 0.4 | -2 | -5 | -5
O=C(Nc1ccc(NC(=O)c2ccccn2)cc1)C(=O)Nc1ccc2c(c1)OCCO2 | 0 | i | -4 | -2 | 2 | -0.6 | -5 | -2 | -1
CCOC(=O)C1CCN(C(=O)c2cccs2)CC1 | -13 | i | -4 | 4 | 1 | -1.5 | -6 | 5 | 0
CNc1oc(-c2cccs2)nc1S(=O)(=O)c1ccccc1 | -2 | i | 1 | -1 | 18 | 3.1 | -1 | 4 | 1
Cc1ccc(CN2CCSc3ccc(C(=O)NCc4ccccn4)cc32)cc1 | -9 | i | 12 | -1 | 7 | 0.5 | 3 | 9 | -2
COc1ccc(-n2cnc3cc(NCc4cccs4)ccc32)cc1 | -10 | i | 0 | 7 | -9 | -0.6 | -3 | 13 | 5
CC(CCc1ccco1)NC(=O)Nc1cccc(F)c1 (configuration not stated) | -3 | i | 15 | -3 | 5 | -0.5 | -5 | -5 | -1
NC1=NC(c2ccc(Br)cc2)n2c(nc3ccccc32)N1 (configuration not stated) | 0&-3 | i | -3&0 | 2&-3 | -2&-8 | 0.2&-0.1 | 1&3 | -16&2 | 10&9
c1ccc(-c2nn3c(Cn4cnc5ccccc54)nnc3s2)cc1 | -2 | i | -4 | 1 | -6 | 0.1 | -5 | 19 | 6
O=C(Nc1nccs1)C1CCCCN1S(=O)(=O)c1ccccc1 (configuration not stated) | -7 | i | -2 | 0 | -4 | -0.4 | 1 | 4 | 2
CCCCCCCNC1=CC(=O)CC(c2ccco2)C1 (configuration not stated) | -3 | i | 2 | 1 | -6 | 0.2 | 5 | -13 | -2
COc1ccc(CNC(=O)COC(=O)c2sccc2C)cc1OC | 3 | i | -9 | 1 | 0 | 0.7 | 2 | 1 | 2
CCN1CCc2nc(NC(=O)c3ccc4c(c3)OCCO4)sc2C1 | -3 | i | -16 | -1 | -17 | 2.3 | 11 | -46 | -13
CC1CCCC(N2CCN(S(=O)(=O)c3ccccc3)CC2)C1 (configuration not stated) | -2 | i | 0 | 2 | 2 | -0.4 | 2 | 9 | 0
Cc1ccc(C(=O)N2CCN(Cc3ccc4c(c3)OCO4)CC2)cc1S(=O)(=O)N1CCOCC1 | -1 | i | -1 | 0 | 12 | -0.2 | 2 | 7 | 3
CC(Sc1nnc(Nc2ccccc2F)s1)C(=O)NC1CC1 (configuration not stated) | -1 | i | -6 | -1 | 6 | -0.9 | -1 | 6 | -2
Cn1c(=O)c2c(-c3ccccc3)n(-c3cc(C(=O)O)ccc3O)cc2n(C)c1=O | -5 | i | -6 | 4 | -9 | 0.7 | -2 | 5 | 0
CCc1nc2ccc(C(=O)Nc3cc(-c4ccccc4)ccc3OC)cn2c1N(C)CCCc1ccccc1 | -2 | i | 16 | 3 | -2 | 0.9 | 9 | -2 | 1
CC(C)(C)CC(=O)NC(=S)Nc1ccccc1[N+](=O)[O-] | -4 | i | 1 | 3 | 3 | 3.0 | -1 | 33 | 1
COc1cc(C(=O)Nc2nc(-c3ccc(F)cc3)cs2)ccc1OCC(=O)N1CCOCC1 | -5 | i | 16 | 2 | -3 | 0.6 | 7 | -11 | 0
CSCCC(=O)N1C(C)CCCC1C(=O)O (configuration not stated) | -1 | i | -12 | 2 | -7 | -0.1 | 0 | -1 | 3
O=C(COC(=O)c1ccccc1C(=O)c1ccc(Cl)c([N+](=O)[O-])c1)NC1CC1 | -2 | i | 8 | 2 | -2 | -0.2 | 1 | -11 | -27
O=C(NCc1ccccn1)C1(C(F)(F)F)C/C(=C\CCO)CCCO1 (configuration not stated) | -2 | i | -12 | 1 | -9 | 0.0 | 0 | -3 | 3
Nc1ccn(Cc2ccccc2F)n1 | -1 | i | -6 | 2 | 1 | 1.1 | 4 | -8 | 1
NC(=O)c1ccsc1NC(=O)COC(=O)/C=C/c1ccccc1[N+](=O)[O-] | -1 | i | 7 | 0 | -5 | 11* | -4 | 6 | 4
C#CCN(C[C@H]1[C@H](OC(=O)NCC2CCCCC2)[C@H](OC(=O)NCC2CCCCC2)C[C@H]2C(=O)N(c3ccccc3)C(=O)[C@@H]12)S(=O)(=O)c1ccc(C)cc1 | 1 | i | 8 | 1 | -3 | -0.9 | 1 | -6 | -9
COc1ccccc1C1Nc2cccc3cccc(c23)N1 | -4 | i | 7 | -3 | 0 | 0.5 | -5 | 13 | 11
CC(C)CNS(=O)(=O)c1ccc(CCC(=O)NCCc2ccccc2)cc1 | 1 | i | 2 | 1 | 2 | -1.4 | -5 | 7 | -3
CCOC(=O)c1c(C)[nH]c(C)c1C(=O)COC(=O)c1ccc(O)cc1 | -4 | i | -2 | -1 | 3 | 0.2 | -1 | -2 | 0
COc1ccccc1CNc1nc2nc(C)c(Cl)c(=O)n2[nH]1 | -3 | i | -9 | -3 | -5 | 0.6 | 3 | 0 | -1
Cc1cccc(NC(=O)NC2CC3CCC(C2)N3Cc2ccco2)c1 (configuration not stated) | -8 | i | -8 | 4 | 10 | -0.4 | 4 | -8 | -2
Cc1cccc(NS(=O)(=O)c2cc3c4c(c2)CCN4C(=O)CC3)c1C | -4 | i | -90 | -1 | -7 | . | -1 | 6 | 3
COc1ccc2c(-c3ccccc3)cc(SCC(=O)N(C)C3CCS(=O)(=O)C3)nc2c1 (configuration not stated) | -2 | i | 35 | -2 | 1 | 2.5 | -3 | 5 | -2
COc1cccc(C(=O)Nc2cc(C(F)(F)F)ccc2Cl)c1 | -6 | i | 20 | 1 | 3 | -0.2 | -4 | -12 | -2
Cc1ccc(N2CCN(C(=S)Nc3ccc(Cl)cc3)CC2)cc1 | -3 | i | -4 | -1 | -2 | -1.0 | 5 | -58 | 4
OC(c1ccccc1)(c1nc(/C=C/c2ccccc2)cs1)C(F)(F)F (configuration not stated) | 1 | i | 38 | 2 | 16 | 0.1 | -4 | 11 | -3
Cn1c(N)c(C(=O)COC(=O)c2cc(-c3ccccc3)nc3ccccc23)c(=O)n(Cc2ccccc2)c1=O | -2 | + | 48 | 0 | -11 | . | -1 | -12 | -7
O=C1Nc2ccccc2/C1=C\c1cccn1-c1ccc(OC(F)(F)F)cc1 | 0 | i | 22 | -3 | -6 | 0.7 | 0 | -4 | -1
COc1ccc(Cl)cc1NC(=O)COC(=O)C(CC(C)C)N1C(=O)C2CC=CCC2C1=O (configuration not stated) | -1 | i | 41 | -5 | 2 | -0.8 | 1 | 3 | -4
CCn1c(SCc2ccccc2)nnc1-c1cccnc1 | -2 | i | -10 | -5 | -3 | -1.1 | 1 | 5 | 3
COc1ccc2c(Cl)c(C(=O)N/N=C/c3ccc4c(c3)OCO4)sc2c1 | -4 | i | -2 | 1 | 1 | -0.7 | 7 | -9 | 11
COc1cc(C(=O)Nc2ccc(Br)cc2C(=O)c2cc(OC)c(OC)c(OC)c2)cc(OC)c1OC | -1 | i | 1 | 0 | -6 | 1.7 | 3 | -13 | -3

Carrying on.
SMILES | bovine MsrA act | Rpn11 inh | FAS TE block | Rin1-Abl PPI inh | E coli Lon inh | MsrA inh | CSN inh | MLLE-PAM2 inh | MT1-MMP act inh
O=C1C2C3C=CC(O3)C2C(=O)N1N=C1CCCCC1 (configuration not stated) | -8 | i | -12 | 2 | -7 | 0.2 | -4 | 13 | -5
Cc1ccc(C2=NN3C(=O)c4ccccc4C3C2)cc1 (configuration not stated) | -1 | i | 2 | 0 | 7 | 2.0 | -1 | 0 | 7
NC(=O)c1oc2ccccc2c1NC(=O)Cc1ccccc1 | -12 | i | -4 | 1 | 12 | 2.0 | 0 | 7 | -1
CCc1nc(SCC(=O)Nc2cccc3ccccc23)[nH]c(=O)c1C | -2 | i | -5 | -2 | 12 | 1.9 | 0 | 0 | 6
COc1ccc(C(=O)NC(=S)Nc2ccc(S(N)(=O)=O)cc2)cc1 | 1 | i | -2 | -3 | 1 | -0.7 | 3 | 11 | 1

Screening results from PubChem BioAssay.
